Screening data deposited in PubChem BioAssay by National Center for Advancing Translational Sciences (NCATS).
FBPA Giardia inh: qHTS Assay for Inhibitors of Fructose-1,6-bisphosphate Aldolase from Giardia Lamblia; purified Giardia FBPA; A8B2U2; actives 0.71% (n = 290,000); Potency, µM (top dose mostly 59.6 µM), without a hit: top-dose activity, negative = inhibition, most hits filed as inhibitors; AID 2451, 2010; note: potency is the fitted concentration of half-maximal effect; nearly all actives have a fitted effect of over 55% in size
Target sequence (A8B2U2 whole entry, looked up): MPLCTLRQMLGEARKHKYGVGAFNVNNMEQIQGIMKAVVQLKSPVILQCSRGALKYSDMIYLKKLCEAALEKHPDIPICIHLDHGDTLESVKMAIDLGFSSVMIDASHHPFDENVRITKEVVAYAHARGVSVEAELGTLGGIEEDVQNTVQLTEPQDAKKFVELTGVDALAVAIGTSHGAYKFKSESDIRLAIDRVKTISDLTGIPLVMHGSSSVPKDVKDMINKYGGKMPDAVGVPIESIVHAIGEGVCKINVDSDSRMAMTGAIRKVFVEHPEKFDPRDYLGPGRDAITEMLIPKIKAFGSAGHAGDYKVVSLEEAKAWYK
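Giardia FBPA (40 nM reagent) was preincubated 10 min at RT with compound (up to 57.5 uM final), then substrate plus GAPDH/TPI/NAD/arsenate coupling system with diaphorase/resazurin was added; resorufin fluorescence (525/598 nm) was read after 20 min.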
AmpC inh detg: qHTS Inhibitors of AmpC Beta-Lactamase (assay with detergent); actives 0.041% (n = 370,000); Potency, µM (highest dose often 114 µM), for inactives: top-dose activity change, negative = inhibition, hits mostly inhibitors; AmpC hydrolysis of nitrocefin, absorbance 480 nm, 0.01% Triton; AID 485294, 2010; P00811;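 note: potency is the fitted concentration of half-maximal effect; 0% = no-compound wells and -100% = no-enzyme wells; nearly all actives have a fitted effect of over 25% in size; some results filed as inactive show a strong effect at the top dose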
Target sequence (P00811 whole entry, looked up): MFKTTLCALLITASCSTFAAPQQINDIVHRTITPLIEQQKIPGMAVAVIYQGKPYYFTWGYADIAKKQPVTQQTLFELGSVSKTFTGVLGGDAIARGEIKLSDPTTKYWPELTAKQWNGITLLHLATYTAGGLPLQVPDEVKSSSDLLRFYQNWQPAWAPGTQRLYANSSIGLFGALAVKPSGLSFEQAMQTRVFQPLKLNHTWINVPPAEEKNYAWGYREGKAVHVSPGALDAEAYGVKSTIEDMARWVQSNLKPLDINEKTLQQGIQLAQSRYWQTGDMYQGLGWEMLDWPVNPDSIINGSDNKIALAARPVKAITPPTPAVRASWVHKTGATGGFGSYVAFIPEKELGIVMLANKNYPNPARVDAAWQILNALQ
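20 mM phosphate pH 7.0 + 0.01% (detergent screen) or 0.0001% Triton X-100; 5.3 nM AmpC reagent; cpd preinc 15 min RT; nitrocefin (800 uM stock) to start; A480 q20 s × 4 min; Activity was normalised to no-enzyme and no-compound control wells.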
HCV inh: qHTS Assay for Inhibitors of Hepatitis C Virus (HCV) | Huh7.5.1 HCVcc-Cre infection, luciferase reporter, 44 h | Potency, µM (series often up to 41.8 µM), for inactives: at the highest dose activity change, negative = inhibition, usual class: inhibitors | actives 3.4% (n = 340,000) | AID 651820, 2012; note: potency is the fitted concentration of half-maximal effect
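Cells (1,000/well) were plated 4 h before compound, then infected with HCVcc-Cre virus (~0.5 moi). After 44 h further culture, infection was read as luciferase luminescence following a 15 min substrate incubation at room temperature.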
HCMV inh: qHTS Assay for inhibitors of the human cytomegalovirus (HCMV) | HFF cells, HCMV-luciferase reporter, 72 h; hits give low values | activity change, negative = inhibition, % at 57.5 µM | actives 4.5% (n = 410,000); in the data active = activity change below about -60%; inconclusive = no clear call, values can overlap the other calls; inactive = above about -39%
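Screen run at 2 compound doses on HFFs infected with reporter HCMV, MOI 1 PFU/cell. Luciferase activity from cell lysates at 72 h post infection gave inhibition relative to buffer-only and Salinomycin wells.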
Sm TGR inh: qHTS Assay for the Inhibitors of Schistosoma Mansoni Peroxiredoxins; Potency, µM (titrated, usually from 114 µM), for inactives: at the top dose activity change, negative = inhibition, most hits filed as inhibitors; actives 3% (n = 360,000); AID 485364, 2010; purified TGR, DTNB reduction, TNB absorbance 405 nm; note: potency is the fitted concentration of half-maximal effect; nearly all actives have a fitted effect of over 60% in size
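TGR 20 nM + NADPH 100 uM (dispensed conc.), cpd preinc 15 min RT; start with NADPH (500 uM addition) then DTNB (15 mM addition). Kinetic TNB absorbance, 405 nm filter. Four-parameter Hill fit across titration.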
AmpC inh no detg: qHTS Inhibitors of AmpC Beta-Lactamase (assay without detergent); P00811; AmpC nitrocefin hydrolysis, absorbance 480 nm, 0.0001% Triton; Potency, µM (top dose mostly 57.1 µM), for the others: top-dose activity change, negative = inhibition, actives largely listed as inhibitors; actives 0.52% (n = 330,000); AID 485341, 2010;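 note: potency is the fitted concentration of half-maximal effect; plate controls were no compound for no effect and no enzyme for full effect; nearly all actives have a fitted effect of over 20% in size; some results filed as inactive show a strong effect at the top dose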
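20 mM phosphate pH 7.0 + 0.01% (detergent screen) or 0.0001% Triton X-100; 5.3 nM AmpC reagent; cpd preinc 15 min RT; nitrocefin (800 uM stock) to start; A480 q20 s × 4 min; Activity was normalised to no-enzyme and no-compound control wells.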
* = called active by the depositor; ? = inconclusive; · = not tested or not shown; & = joins results of further samples; [ ] = another dose, or the depositor's remark. Unless noted, calls come from the whole dose curve; as a rule, active = well fitted curve in the direction sought with a large enough effect; inconclusive = small, poorly fitted or top-dose-only effect, or another doubt; inactive = no such curve, though single readings can be large; an effect the other way counts as inactive or inconclusive. Unless noted, % is set by controls: 0 for no effect and ±100 for the full control effect. Not a hit list. Share with any hit: about 9.9%.

#1 Cc1c(C=NCCOCc2ccccc2)cnn1C
#2 CC1(C)CC(O)CC(C)(C)N1CC(O)COCCOc1ccc(Br)cc1 (stereo not drawn)
#3 Cc1nc2cc(C(F)(F)F)ccc2n1C1CCN(Cc2nnnn2Cc2ccc3c(c2)OCO3)CC1
#4 CCOc1ccc(OCCC(=O)N2CCc3cc(OC)c(OC)cc3C2)cc1
#5 COC(=O)c1cc2sc(C)cc2n1Cc1nc(-c2ccc(C)cc2)oc1C
Assay by compound	1	2	3	4	5
FBPA Giardia inh	-1.5%	·	11.9%	10.2%	·
AmpC inh detg	1.3%	-9.2%	10.4%	2.3%	-4.8%
HCV inh	6.7%	?	?	-19.6%	·
HCMV inh	24.8	-0.4	22.5	4.9	-29.3
Sm TGR inh	6.0%	3.9%	-26.6%	4.3%	3.3%
AmpC inh no detg	-16.0%	-11.6%	258.5%[activator]	78.0%[activator]	·

#6 CC(C)(C)NC(=S)NCc1ccncc1
#7 O=C(NCCCN1CCN(c2ccccc2)CC1)c1nnc(Cc2ccc(F)cc2)o1
#8 COc1ccc(Cn2nnc3ccccc32)cc1
#9 COc1cc(C(=S)N2CCCC2)cc(Cl)c1OCC(=O)Nc1ccc(C)cc1C
#10 CC(=O)n1cc(/C=C2/N=C(c3ccccc3)OC2=O)c2ccccc21
Assay by compound	6	7	8	9	10
FBPA Giardia inh	-3.9%	·	·	-5.2%	1.4%
AmpC inh detg	-0.9%	22.6%	-6.0%	-10.0%	?
HCV inh	9.0%	·	?	?	15.8%
HCMV inh	?	-11.4	18.0	-9.4	60.7
Sm TGR inh	-2.4%	7.4%	-9.4%	1.2%	-12.5%
AmpC inh no detg	-14.7%	·	-19.0%	15.7%	-53.3%

#11 CCN(C(N)=S)c1ccccc1
#12 OC1CCCN(Cc2ccc3ccc4cccc5ccc2c3c45)C1 (stereo not drawn)
#13 Cc1cc(C)nc(NS(=O)(=O)c2ccc(Br)s2)c1
#14 COc1cccc(C(=O)CSc2nnnn2C)c1
#15 COc1ccccc1C1CC(c2ccc(NS(C)(=O)=O)cc2)=NN1C(=O)c1ccccc1 (stereo not drawn)
Assay by compound	11	12	13	14	15
FBPA Giardia inh	1.3%	-6.3%	?	-1.7%	-1.2%
AmpC inh detg	-2.9%	-0.7%	9.5%	-17.2%	6.0%
HCV inh	21.8%	?	-17.3%	11.6%	14.6%
HCMV inh	-15.8	-17.0	40.8	-3.1	12.8
Sm TGR inh	10.4%	11.5%	?	0.0%	-0.4%
AmpC inh no detg	-8.4%	156.3%[activator]	-10.1%	-6.5%	-25.1%

#16 CCOc1cc(/C=N/NC(=O)COc2ccc(Cl)cc2)ccc1OS(=O)(=O)c1ccccc1
#17 CCc1cc(=O)oc2c(C)c(OCC(=O)N3C[C@H]4C[C@@H](C3)c3cccc(=O)n3C4)ccc12
#18 N#CC1=C(SCc2ccccc2)NC(=O)CC1c1ccccc1 (stereo not drawn)
#19 COc1ccccc1/C=C/C=c1\sc2nc(=O)c(Cc3ccccc3)nn2c1=O
#20 Cc1ccc(NC(=O)COCC(=O)Nc2ccc(C)cc2)cc1
Assay by compound	16	17	18	19	20
FBPA Giardia inh	34.4%	-6.2%	-0.8%	0.1%	-3.4%
AmpC inh detg	-0.8%	?	-7.9%	-8.6%	?
HCV inh	5.01µM*	?	-2.7%	?	0.5%
HCMV inh	32.6	5.9	-31.6	-15.0	32.8
Sm TGR inh	9.6%	5.7%	-2.1%	33.8%	-5.5%
AmpC inh no detg	-27.6%	-10.3%	-31.2%	-54.8%	21.0%

#21 O=C(c1ccc(OC2CCN(C/C=C/c3ccc(F)cc3)CC2)cc1)N1CCCCC1
#22 COc1ccc(-n2cnc3scc(-c4ccc(OC)c(OC)c4)c3c2=O)cc1
#23 COc1ccccc1N1C(=O)CC(N2CCc3ccccc32)C1=O (stereo not drawn)
#24 COC(=O)c1sccc1NC(=O)Nc1cccc(OC)c1
#25 COc1ccc(N(C(=O)/C=C/c2ccccc2)C2=CC3CCC(C2)N3C)cc1 (stereo not drawn)
Assay by compound	21	22	23	24	25
FBPA Giardia inh	·	-0.5%	?	·	-4.1%
AmpC inh detg	-2.5%	0.5%	-11.0%	-6.2%	4.5%
HCV inh	?	?	4.7%	-10.1%	?
HCMV inh	9.2	9.8	119.4	-25.0	-24.9
Sm TGR inh	-0.6%	2.5%	-27.9%	-20.9%	2.8%
AmpC inh no detg	172.1%[activator]	142.4%[activator]	4.1%	-55.3%	57.6%

Next section; the last four above are carried over.
#22 COc1ccc(-n2cnc3scc(-c4ccc(OC)c(OC)c4)c3c2=O)cc1
#23 COc1ccccc1N1C(=O)CC(N2CCc3ccccc32)C1=O (stereo not drawn)
#24 COC(=O)c1sccc1NC(=O)Nc1cccc(OC)c1
#25 COc1ccc(N(C(=O)/C=C/c2ccccc2)C2=CC3CCC(C2)N3C)cc1 (stereo not drawn)
#26 Nc1cccc(C2=Nc3cccc4cccc(c34)N2)c1
#27 CCCCN(CC)C(=O)c1oc2ccc(S(=O)(=O)N3CCCC3)cc2c1C
#28 CC(=O)Nc1ccc(C(=O)NCCc2ccccc2)cc1
#29 CCN1CCc2c(sc(-n3cccc3)c2C(CCC(C)C)NC(=O)NCCC(=O)OC)C1 (stereo not drawn)
#30 Cc1ccc(OCC(=O)NC2=NCCS2)cc1
Assay by compound	22	23	24	25	26	27	28	29	30
FBPA Giardia inh	-0.5%	?	·	-4.1%	-24.9%	4.9%	5.4%	·	-1.1%
AmpC inh detg	0.5%	-11.0%	-6.2%	4.5%	-11.4%	1.9%	-9.8%	1.8%	-6.0%
HCV inh	?	4.7%	-10.1%	?	14.6%	?	25.6%	·	12.5%
HCMV inh	9.8	119.4	-25.0	-24.9	90.5	0.0	99.9	-3.6	71.6
Sm TGR inh	2.5%	-27.9%	-20.9%	2.8%	-25.8%	-5.5%	5.01µM*	?	12.8%
AmpC inh no detg	142.4%[activator]	4.1%	-55.3%	57.6%	-5.1%	83.0%[activator]	-2.2%	·	-9.4%

#31 COc1ccc(CN(C(=O)c2cc3ccccc3oc2=O)C2CCS(=O)(=O)C2)cc1 (stereo not drawn)
#32 O=C(O)c1ccccc1CSC1=NCCS1
#33 CC1=NN(c2ccccc2)C(=O)C1=C(C)C
#34 Cc1c(C(C)(C)C)c(C=S)n2ccccc12
#35 O=C(N/N=C/c1cccc2ccccc12)c1cccnc1
Assay by compound	31	32	33	34	35
FBPA Giardia inh	-1.2%	?	0.1%	-14.9%	-1.1%
AmpC inh detg	-6.8%&20.0%	-1.3%	5.4%	1.5%	-12.8%
HCV inh	10.3%	16.0%	5.1%	-19.9%	6.6%
HCMV inh	6.7&-0.2	-9.9	-3.0	-34.0	15.4
Sm TGR inh	-0.5%&3.7%	-0.2%	-5.0%	2.24µM*	9.1%
AmpC inh no detg	2.7%	-35.2%	-16.6%	-19.9%	-28.5%

#36 Cc1ccc(NS(=O)(=O)c2cc(NC(=O)c3ccc4c(c3)NC(=O)CS4)ccc2Cl)c(C)c1
#37 COc1cc(N)c(Cl)cc1C(=O)OCC(=O)NCC1CCCO1 (stereo not drawn)
#38 O=C(COC(=O)/C=C/c1cccc(Br)c1)NC1CCCCC1
#39 O=C(NCC1CCCO1)c1ccc2c(=O)n(CCc3ccccc3)c(=O)[nH]c2c1 (stereo not drawn)
#40 CC1CCN(C(=O)C2CCN(S(=O)(=O)c3ccc4c(c3)CC(C)N4C(=O)C3CC3)CC2)CC1 (stereo not drawn)
Assay by compound	36	37	38	39	40
FBPA Giardia inh	-12.9%	·	·	-11.7%	-5.4%
AmpC inh detg	0.0%	·	4.0%	-12.9%	0.1%
HCV inh	10µM*	-6.7%	5.2%	-6.8%	?
HCMV inh	-94.4*	-13.6	19.2	7.1	?
Sm TGR inh	3.7%	·	-0.1%	15.4%	-11.0%
AmpC inh no detg	-43.2%	-26.7%	-28.6%	-14.1%	129.1%[activator]

#41 CCC(C)c1ccc(S(=O)(=O)N2CC(=O)Nc3ccccc32)cc1 (stereo not drawn)
#42 COc1ccc(CC(=O)Nc2c3c(nn2-c2cccc(C)c2C)CS(=O)C3)cc1OC (stereo not drawn)
#43 Cc1sc2nc(SCC(=O)NCCOCCO)n(C)c(=O)c2c1C
#44 CC(=O)Nc1ccc(C(=S)NCCCO)cc1
#45 CCOC(=O)C1CCN(Cc2ccccc2C)CC1
Assay by compound	41	42	43	44	45
FBPA Giardia inh	-1.2%	-2.1%	-8.6%	-6.2%	?
AmpC inh detg	-0.8%	?	-11.9%	2.7%	3.9%
HCV inh	1.3%	27.7%	5.0%	21.3%	23.5%
HCMV inh	-35.4	-0.2	3.0	48.9	26.9
Sm TGR inh	0.9%	2.7%	0.0%	9.3%	-1.9%
AmpC inh no detg	-5.1%	-6.8%	21.6%	-14.2%	2.6%

#46 S=C(NC1CCCCC1)N1CCN(C/C=C/c2ccccc2)CC1
#47 Cc1ccc(CNC(=O)CO/N=C/c2ccc3c(c2)OCO3)cc1
#48 O=C(CN1C(=O)COc2ccccc21)N1CCC2(CC1)OCCO2
#49 COc1ccc2c(c1)c(=O)c(C(=O)c1ccc(Cl)cc1)cn2CC(=O)Nc1ccc2c(c1)OCO2
#50 Cc1oc(-c2ccc(Cl)cc2)nc1CS(=O)CC(=O)NCCc1ccccc1 (stereo not drawn)
Assay by compound	46	47	48	49	50
FBPA Giardia inh	2.7%	6.1%	9.6%	·	·
AmpC inh detg	12.1%	-8.5%	?	5.9%	18.1%
HCV inh	8.91µM*	22.3%	9.1%	·	·
HCMV inh	42.4	11.6	29.8	-7.2	0.0
Sm TGR inh	1.4%	3.4%	6.5%	1.9%	22.4µM*
AmpC inh no detg	90.5%[activator]	-7.5%	-18.8%	·	·

#51 CN1C(=O)c2ccc(C(=O)Nc3cccnc3)cc2C1=O
#52 CCOC(=O)C1=C(C)NC(=O)NC1c1ccc(Br)o1 (stereo not drawn)
#53 CN(C)S(=O)(=O)c1ccc(N2CCCC2)c(C(=O)Nc2nc3c(ccc4ccccc43)s2)c1
#54 Oc1c(Br)cc(Br)cc1CNc1nccs1
#55 c1csc(-c2cnc3ccccc3n2)c1
#56 COCCn1c(=NC(=O)CCS(=O)(=O)c2ccccc2)sc2cc(C(=O)OC)ccc21
Assay by compound	51	52	53	54	55	56
FBPA Giardia inh	·	-6.6%	-10.4%	4.3%	-2.3%	·
AmpC inh detg	2.5%	-12.8%	-5.4%	0.6%	-14.9%	?
HCV inh	3.4%	31.6%[activator]	?	10.0%	-4.8%	9.7%
HCMV inh	-7.4	1.7	64.9	7.0	5.3	-1.7
Sm TGR inh	-5.4%	-7.8%	-1.1%	-21.9%	-18.3%[11.4 µM]	-14.4%
AmpC inh no detg	18.6%	-12.3%	-20.5%	-34.6%	-10.8%	-11.0%
